Bioassay records: PubChem, The Scripps Research Institute Molecular Screening Center
Tn7 DDE FP = inhibitors of Tn7 peptide binding to human fibrin DD(E); 0.13% of 370,000 active; FP displacement of FITC-Tn7 peptide from fibrin DD(E); 0% = median of compound wells per plate; P02675; inhibition, % at 8.3 µM;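 active means inhibition above the mean of compounds falling within the control limits plus 3 SD of them, cut at about 14% in these data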;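 further: 0% = plate median of compound wells and 100% = 10 µM Aha-Tn7 peptide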
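Assay system: human fibrin DD(E). Input: DD(E) 2 µM final. Medium: Tris buffer with calcium and detergent, pH 7.8. Compound dosing: single point at 8.3 µM. Timing: 10 min plus 3 h, room temperature. Technique: fluorescence polarization of the labelled Tn7 tracer. Read-out: percent inhibition. Replicates: singlicate testing.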
SIAE primary = blocks human sialic acid acetylesterase; 0.69% of 370,000 active; inhibition, % at 9.66 µM; AID 1053197; SIAE FP-Rh probe binding, fluorescence polarization;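 active means inhibition above a cutoff: mean of compounds within the control limits plus 3 SD of those, cut at about 17% in these data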;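 further: 0% = plate median of compound wells and 100% = probe without SIAE protein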
PG9 Ab binder = small molecules binding HIV-1 gp120 antibody PG9 | TR-FRET gp120-PG9 antibody binding | inhibition, % at 6.7 µM | 0.43% of 360,000 active | AID 624416; in the data active means inhibition above about 8.5%
ABHD4 inh = inhibits mouse alpha/beta hydrolase domain 4; Q8VD66; purified mABHD4, FP-Rh probe fluorescence polarization; inhibition, % at 8.92 µM; 0.54% of 370,000 active; AID 720543;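 active means inhibition exceeding the mean over every tested compound plus 3 SD, cut at about 30% in these data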;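 further: 0% = plate median of compound wells and 100% = S159A mutant with DMSO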
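Assay system: mouse ABHD4 enzyme, wild type / Also added: fluorescent activity-based probe FP-Rh / Doses: single nominal dose of 8.92 µM, 0.89% DMSO final / Timing: 45 min compound pre-incubation plus 60 min probe step, 25 °C / Signal: FP readout, ex 525 nm / em 598 nm / Control set: S159A mutant/DMSO as 100%, compound-well median as 0%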
HTRA1 inh = blocks human HTRA1 serine peptidase; Q92743; recombinant HTRA1, FP-rhodamine activity-based probe, fluorescence polarization; inhibition, % at 5.96 µM; 0.5% of 340,000 active; in the data active means inhibition above about 36%;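 further: 0% = enzyme with DMSO and 100% = wells lacking enzyme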
UHRF1 MBD2 ctr = UHRF1 methyl-DNA binding inhibition; AID 687016; inhibition, % at 4.4 µM; 0.75% of 370,000 active; UHRF1 binding to methylated oligo, TR-FRET; in the data active means inhibition above about 21%;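 further: UHRF1 SRA domain binding a hemimethylated CpG hairpin DNA probe; 0% = median of test compound wells and 100% = reference inhibitor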
Target sequence (Q96T88 whole entry, looked up, the tested form may be a part): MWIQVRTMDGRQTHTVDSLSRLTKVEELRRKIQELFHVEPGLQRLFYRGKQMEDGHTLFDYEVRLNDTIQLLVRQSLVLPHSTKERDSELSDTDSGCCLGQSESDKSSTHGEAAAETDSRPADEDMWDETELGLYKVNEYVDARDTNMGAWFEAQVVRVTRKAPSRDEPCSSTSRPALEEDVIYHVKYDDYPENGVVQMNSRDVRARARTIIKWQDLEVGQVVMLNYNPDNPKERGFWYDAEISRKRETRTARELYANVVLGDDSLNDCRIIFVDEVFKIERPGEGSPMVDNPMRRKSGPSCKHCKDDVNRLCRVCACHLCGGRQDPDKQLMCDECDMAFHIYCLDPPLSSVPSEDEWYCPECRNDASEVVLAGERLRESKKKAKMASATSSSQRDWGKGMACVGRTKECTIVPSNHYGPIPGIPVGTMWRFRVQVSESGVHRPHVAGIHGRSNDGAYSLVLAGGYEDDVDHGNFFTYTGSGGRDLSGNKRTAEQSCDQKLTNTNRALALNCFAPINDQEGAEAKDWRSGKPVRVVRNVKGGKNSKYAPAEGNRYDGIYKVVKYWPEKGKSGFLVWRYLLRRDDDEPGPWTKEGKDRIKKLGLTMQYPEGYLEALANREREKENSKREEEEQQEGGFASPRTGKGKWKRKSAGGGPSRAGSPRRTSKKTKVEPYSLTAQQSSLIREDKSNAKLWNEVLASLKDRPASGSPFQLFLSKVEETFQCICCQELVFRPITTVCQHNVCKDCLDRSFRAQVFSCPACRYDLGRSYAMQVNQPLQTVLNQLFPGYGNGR
LEDGF integ inh = blocks HIV-1 LEDGF/p75-dependent DNA integration. TR-FRET IN-LEDGF/p75 DNA integration, Eu/Cy5. inhibition, % at 3.7 µM. 0.64% of 370,000 active;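 active means inhibition above the screen-wide mean plus 3 SD, cut at about 13% in these data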;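 further: signal is the Cy5 over europium emission ratio at 671 and 618 nm; 0% = plate median of compound wells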
TCR-CD3 inh = human TCR-CD3 binding inhibition. AID 651800. 0.37% of 360,000 active. inhibition, % at 9.4 µM. TAMRA-labeled TCR probe fluorescence, biochemical; in the data active means inhibition above about 19%;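 further: recombinant mutant TCR 2C K166C tagged with TAMRA read by polarization; 0% = receptor in buffer alone and 100% = receptor with positive control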
PRMT1 inh = PRMT1 (human) inhibition, primary screen; Q99873; recombinant PRMT1, activity-based probe fluorescence polarization; inhibition, % at 2.79 µM; 1.3% of 370,000 active; AID 652257;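 active means inhibition above about 21% made by adding two undisclosed values, limit read from the data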
TDP2 absorb = TDP2 (human) inhibition, absorbance primary screen; O95551; recombinant TDP2, T5PNP hydrolysis, p-nitrophenol absorbance 415 nm; inhibition, % at 12.8 µM; 0.34% of 370,000 active; AID 720702;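 active means inhibition above the mean of all tested compounds plus 3 SD, set per campaign, cut at about 25% in these data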;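 further: 0% = DMSO with enzyme and 100% = buffer with substrate but no TDP2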
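Test system: human TDP2 enzyme; Input: 120 nM TDP2 per well; Buffer or medium: Mg2+-containing Tris-HCl buffer, pH 7.5; Reagent: 5 mM T5PNP; Dosing: 12.8 µM single point, 1% DMSO; Incubation: reaction 2 h, 37 °C; Detection: p-Nitrophenol epi absorbance; Read-out: % inhibition relative to enzyme-containing and enzyme-free wells; Replicates: single well per compound.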
Numbers without * were called inactive; / = no result given.

SMILES	Tn7 DDE FP	SIAE primary	PG9 Ab binder	ABHD4 inh	HTRA1 inh	UHRF1 MBD2 ctr	LEDGF integ inh	TCR-CD3 inh	PRMT1 inh	TDP2 absorb
Fc1ccc(N/N=C/c2ccncc2)c(F)c1	1	-5	-3.6	5	-3	5	-11	2	8	-8
CCOC(=O)[C@H]1[C@H]2COc3cc(OC)ccc3[C@@H]2N2C(=O)CN(CC3CCCO3)C(=O)[C@@]12C (some centres undefined)	-1	3	0.2	4	-4	9	-1	6	0	-1
CC1CN(C(=O)CSc2nnc(NC(=O)NC(C)(C)C)s2)CC(C)O1 (centres undefined)	5	3	-0.1	-6	-5	0	-1	1	-2	8
COCCOC(=O)C1=C(C)Nc2ncnn2C1c1ccccc1 (centres undefined)	6	3	0.3	8	3	-1	-1	-3	0	14
CCC(=NNS(=O)(=O)c1ccc(C)cc1)c1ccc(OC)c(C)c1	-1	-5	0.0	-7	-4	2	3	-3	3	-11
COC(=O)[C@@H]1C[C@@]2(O)[C@H](O)[C@H](O)[C@H](O)C[C@H]2N1Cc1cccc2ccccc12	7	7	1.2	0	-2	-1	-4	1	-2	0
Nc1nonc1C(=O)NCCNc1ccc([N+](=O)[O-])cc1	0	1	-1.5	1	/	-2	-1	6	1	-13
O=C(CN1CCCc2ccccc21)N/N=C/c1ccc(O)cc1O	8	17	0.2	12	14	3	-10	-1	3	3
CCc1nn2cc(C(=O)c3cc(Cl)ccc3O)cnc2c1-c1ccc(F)cc1	-9	-51	-2.1	-1	-7	0	0	-1	2	2
OCCCN1CCN(CCOc2ccccc2-c2ccccc2)CC1	1	-6	-0.6	3	2	-5	1	-1	3	11
COc1cc(/C=N/N=C(\N)c2nonc2N)ccc1O	1	1	-0.5	-2	1	3	-1	-10	-1	-5
CCc1ccc(/C=C2\SC(=S)N(CCCC(=O)NC3=NCCS3)C2=O)cc1	0	9	8.2	3	1	0	-1	3	-2	-5
COc1ccccc1Cc1c(-c2ccc(F)cc2)nc2c3ccccc3ccn12	5	-2	-0.7	-11	/	6	-1	1	-3	4
COc1cc(NC(=O)c2ccccc2)c(OC)cc1NC(=O)Cc1ccc(F)cc1	8	-2	-0.3	-2	-5	0	0	9	-1	-19
COCCCN=CC1=C(O)CC(c2ccccc2)CC1=O (centres undefined)	4	1	-1.8	0	-5	-3	3	6	-1	3
C=CCn1c(C)cc(C(=O)Cn2nc(C(=O)O)c3ccccc3c2=O)c1C	2	-4	0.8	-2	-10	4	-2	1	1	-9
Cc1ccc(-c2nc(C3CCCN(S(=O)(=O)c4ccc(C)c(C)c4)C3)no2)cc1 (centres undefined)	2	5	/	0	/	-1	1	/	-8	-6
COc1ccc(-c2cc(C(=O)NCCN3CCOCC3)c3ccccc3n2)c(OC)c1	5	7	-2.0	-1	1	3	3	6	3	5
Cc1cccc(N2CC(C(=O)Nc3nnc(SCc4cccnc4)s3)CC2=O)c1 (centres undefined)	-4	4	1.2	3	-5	-1	-1	3	7	3
COc1ccc(NC(=S)N2CCN(C/C=C/c3ccccc3)CC2)c(OC)c1	4	-4	-2.3	7	-1	-1	-1	4	-1	-10
O=C(NCCC1CCCCN1S(=O)(=O)c1ccccc1)C(=O)NCc1ccco1 (centres undefined)	-5	-4	3.5	6	-9	2	-1	-5	-1	-4
COc1ccc(CN2C(=O)c3cccnc3C2=O)cc1S(=O)(=O)N1CC(C)CC(C)C1 (centres undefined)	-1	4	0.4	4	2	2	-1	-3	3	8
CCOc1ccc(C(C)=O)cc1COC(=O)C1=COCCO1	-6	-3	-0.8	4	-6	-2	-2	10	-1	-1
Cc1c(Br)c(=O)[nH]c(=O)n1COCc1ccccc1	1	-5	-3.2	2	-3	-1	1	10	-1	5
C[C@@H]1CN([C@H](C)CO)C(=O)c2cc(NC(=O)Cc3cn(C)c4ccccc34)ccc2O[C@H]1CN(C)C(=O)Nc1ccc2c(c1)OCO2	1	-3	-2.8	-7	-5	0	-1	-6	3	-16
(more compounds)
SMILES	Tn7 DDE FP	SIAE primary	PG9 Ab binder	ABHD4 inh	HTRA1 inh	UHRF1 MBD2 ctr	LEDGF integ inh	TCR-CD3 inh	PRMT1 inh	TDP2 absorb
COc1ccc2c(=O)c(C(=O)NCc3ccccc3)c[nH]c2c1	-6	-7	-3.0	-3	1	0	2	0	1	6
COC(=O)c1ccccc1OC(=O)c1cc2ccccc2oc1=O	-5	-1	0.0	-4	4	2	7	-7	1	-9
CC(=O)c1ccc(N2CCN(C(=O)/C=C/c3ccc(S(=O)(=O)NCc4ccco4)cc3)CC2)cc1	6	-4	-0.9	-4	2	0	-4	6	3	-16
CCCn1c(=O)c2ccccc2n2c(SCC(=O)c3ccc(CC)cc3)nnc12	-2	3	0.6	4	6	1	1	2	-1	-6
O=C(Nc1ccnn1C1CCN(C(=O)c2cc(Cl)ccc2F)CC1)C1CCOC1 (centres undefined)	-4	0	1.9	4	7	0	-3	-7	6	8
O=C(CC(C(=O)O)c1c[nH]c2ccccc12)c1ccccc1 (centres undefined)	2	-1	1.9	2	2	0	-1	-5	2	1
COc1cccc(-c2cc3nc4c(c(N5CCC6(CC5)OCCO6)n3n2)CCCC4)c1	1	-9	-1.3	2	-55	-2	2	5	1	0
CC1(C)CC2CN(Cc3ccccc3)S(=O)(=O)N2C1 (centres undefined)	-4	6	/	-4	/	0	-3	/	2	-6
CCn1cc(C(=O)Nc2ccc(C)cc2[N+](=O)[O-])c(C)n1	-5	9	-3.7	4	-2	0	5	2	3	-4
CN1CCN(C(=O)C2=C[C@H](c3ccc(C(F)(F)F)cc3)C[C@H](OCCCCO)O2)CC1	6	-5	-1.6	3	-5	6	1	1	0	-5
O=C1c2cccc3c(N4CCCCC4)ccc(c23)C(=O)N1c1cccc(O)c1	-1	-23	-0.7	-12	-28	-6	2	6	10	16
CC(C)(O)c1cc(=O)sc2nc3ccccc3n12	-6	16	-1.6	-2	-1	-2	-1	6	-3	5
Cc1cccc(Nc2nc(N)c([N+](=O)[O-])c(N3CCC(C)CC3)n2)c1	-3	-5	-1.6	-14	-56	0	-3	1	0	-3
CC1=C(C(=O)NC2CCCC(C)C2C)C2(CCCCC2)OC1=O (centres undefined)	4	-4	-1.5	5	-6	1	-5	-2	4	2
O=C(C=Cc1ccco1)c1cc(Cl)ccc1O	-6	5	-2.1	17	-2	0	4	8	10	-5
Cc1ccccc1N1CCN(C(=O)[C@@H]2CCCN2C2=NS(=O)(=O)c3ccccc32)CC1	-6	0	-0.7	-5	2	7	1	6	1	7
O=S(=O)(/C=C/c1ccccc1)N1CCN(Cc2ccccc2)CC1	-10	3	-1.9	-2	-7	2	1	6	0	-3
CC1CCC(NC(=O)CN2CCN(S(=O)(=O)c3ccc(Br)s3)CC2)CC1 (centres undefined)	8	2	-2.6	-4	-11	-2	-3	1	2	7
COC(=O)c1cccc(NC(=O)CCCOc2ccccc2)c1	3	2	0.8	-4	-3	-1	2	5	0	6
Cc1nn(CC(=O)c2ccc3c(c2)OCCO3)c(=O)c(C#N)c1C	2	14	1.4	10	4	-3	-1	-2	5	4
Cc1ccccc1NC(=O)CCCCC(=O)Nc1ccccc1C	2	-2	-0.5	2	2	-1	-3	-9	0	16
CNC(=O)CCc1nc(-c2ccc(C(C)C)cc2)no1	-2	7	/	3	/	-1	-3	/	-2	1
COc1ccc2[nH]c(C)c(C(=O)CN(C)CC3OCCO3)c2c1	-2	-6	2.4	3	/	7	-5	-10	1	-2
COc1ccc(NC2CCCN(C(=O)c3ccccc3-c3ncc[nH]3)C2)cc1 (centres undefined)	-2	4	-1.9	4	1	1	0	2	-1	-4
Cc1ccc(/C=N/N=C/c2ccc(C)s2)s1	5	0	-1.3	-1	-5	3	2	4	0	3
(next part)
SMILES	Tn7 DDE FP	SIAE primary	PG9 Ab binder	ABHD4 inh	HTRA1 inh	UHRF1 MBD2 ctr	LEDGF integ inh	TCR-CD3 inh	PRMT1 inh	TDP2 absorb
N#CC1C(C#N)N2CCCN2C1c1ccc(Br)cc1 (centres undefined)	1	-1	0.1	1	8	-1	1	-6	4	-2
Cc1c(-c2ccc(F)cc2)[n+](=O)c2c(n1[O-])CCCCC2	-2	-5	-1.9	1	2	0	-6	-3	-1	-1
Cc1[nH]c2ccccc2c1C(=O)CSc1ccc(F)cc1	-2	-6	-4.9	-15	-11	1	0	-4	1	-11
O=C(NCc1ccccc1)C1CCC(=O)N(CC2CCCCC2)C1 (centres undefined)	8	1	-0.8	-1	1	-1	1	5	-1	7
Cc1[nH]n2c(=O)c3c(nc2c1-c1ccccc1)CCC3	6	2	0.1	6	0	2	2	-5	-2	2
Cc1ccc(NNC(=O)C2CCC2)cc1C	-4	7	2.6	-2	6	0	6	-2	-3	7
CC(C)SCc1nc2ccccc2[nH]1	-2	-2	-0.1	-4	-2	-2	-3	5	-1	3
CC(C)Nc1nc(Oc2ccc(Cl)cc2Cl)cc(C(F)(F)F)n1	-4	7	-0.5	-3	2	0	0	8	-2	9
COc1ccc(C(=O)NNC(=O)C2(C)CC2(Br)Br)cc1 (centres undefined)	-2	-3	0.5	8	3	0	2	8	0	-8
Cn1ncc(Cl)c1C(=O)N1CCN(c2cccc(Cl)c2)CC1	1	2	-0.8	-3	-1	3	-4	-7	1	4
COc1ccc(CNC(=O)CN(c2ccccc2)S(=O)(=O)c2ccccc2[N+](=O)[O-])cc1	-4	4	-1.6	1	-9	1	2	4	-2	2
CN(C(=O)COC(=O)c1cncc(Br)c1)C1CCS(=O)(=O)C1 (centres undefined)	2	2	-0.8	6	8	-2	4	5	3	-5
Cc1ccc(S(=O)(=O)n2nc(C)cc2C)cc1	3	-7	-0.2	2	13	0	-4	3	-1	0
COc1ccc(NC(=O)c2[nH]c(C)c(C(C)=O)c2C)cc1S(=O)(=O)Nc1ccc(Br)cc1	-5	6	2.2	0	-32	1	0	0	1	8
O=C(NC1CCCC1)c1ccc(CS(=O)(=O)c2ccc(Cl)cc2)o1	-4	-3	-3.3	0	5	2	1	1	-4	3

In the list so far, 2 have a thiophene ring, fused or not.
SMILES	Tn7 DDE FP	SIAE primary	PG9 Ab binder	ABHD4 inh	HTRA1 inh	UHRF1 MBD2 ctr	LEDGF integ inh	TCR-CD3 inh	PRMT1 inh	TDP2 absorb
CC1CCC(NC(=O)CN2CCN(S(=O)(=O)c3ccc(Br)s3)CC2)CC1 (centres undefined)	8	2	-2.6	-4	-11	-2	-3	1	2	7
Cc1ccc(/C=N/N=C/c2ccc(C)s2)s1	5	0	-1.3	-1	-5	3	2	4	0	3
